GRK2 inh: compounds blocking aptamer binding on GRK2 – biochemical, human GRK2, bead flow cytometry, HTS, primary screen | FAM-aptamer displacement from GRK2 | inhibition of aptamer binding, % at 10 µM | Beta-adrenergic receptor kinase 1 (Homo sapiens), P25098 | AID 488847, 2010 | hit rate 0.59% among 330,000;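 active = inhibition of aptamer binding above 40%, roughly 3 SD of noise, on plates passing a quality check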;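 note: median bead fluorescence of bound FAM aptamer so fluorescent compounds give negative values; no value below 0 was filed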
Target sequence (P25098 whole entry, looked up): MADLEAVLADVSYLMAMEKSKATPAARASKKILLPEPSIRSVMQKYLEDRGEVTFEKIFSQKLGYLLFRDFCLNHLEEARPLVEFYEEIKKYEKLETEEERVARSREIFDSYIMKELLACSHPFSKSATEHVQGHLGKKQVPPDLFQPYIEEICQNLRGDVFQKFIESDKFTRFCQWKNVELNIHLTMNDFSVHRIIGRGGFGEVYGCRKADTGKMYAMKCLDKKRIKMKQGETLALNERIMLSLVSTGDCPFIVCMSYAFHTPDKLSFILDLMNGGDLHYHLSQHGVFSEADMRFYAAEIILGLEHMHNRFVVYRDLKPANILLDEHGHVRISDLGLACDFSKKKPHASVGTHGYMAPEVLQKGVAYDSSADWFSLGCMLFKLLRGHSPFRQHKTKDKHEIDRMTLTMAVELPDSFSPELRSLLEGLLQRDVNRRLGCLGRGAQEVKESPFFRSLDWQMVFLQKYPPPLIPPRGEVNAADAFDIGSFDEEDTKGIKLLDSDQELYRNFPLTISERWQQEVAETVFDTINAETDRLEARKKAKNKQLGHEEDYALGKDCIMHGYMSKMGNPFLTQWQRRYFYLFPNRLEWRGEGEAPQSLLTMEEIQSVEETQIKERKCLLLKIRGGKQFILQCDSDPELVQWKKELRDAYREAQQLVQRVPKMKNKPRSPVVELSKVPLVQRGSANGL
CR mimetic SO: reduction of superoxide in aged yeast, primary screen, HTS. superoxide response (% of plate mean), % at 10 µM. hit rate 0.18% among 330,000. S. cerevisiae aged cells, superoxide DHE fluorescence; active compounds read low. AID 2690, 2010;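 active = superoxide response under a set limit, about three screen SD below normal, cut at about 65% in these data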;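 note: yeast aged for seven days with compound at 30 °C before DHE staining; 100% = average MFI of all compound-treated wells on the plate with controls excluded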
VLA-4 inh: inhibition in human VLA-4 binding assay, primary screen, VLA-4 allosteric modulator project, MLPCN library, flow cytometry, VLA-4 expressing cells | AID 2557, 2010 | hit rate 0.2% among 330,000 | inhibition, % (about 7 µM as worked out from the volumes in the protocol) | ligand binding flow cytometry | Integrin alpha-4 (Homo sapiens), P13612; in the data active = inhibition above about 50%
RPL19A-GFP yeast: RPL19A-GFP expression modulators in yeast, primary screen, cell-based, S. cerevisiae, multiplex flow cytometry, MLPCN; S. cerevisiae RPL19A-GFP strain, 3 h; active compounds read low; percent response vs DMSO, % at 10 µM; hit rate 0.3% among 330,000;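 active = percent response vs DMSO below 50%; inconclusive = fewer than 70 events counted for the yeast strain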;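 note: median channel GFP fluorescence of the barcoded RPL19A-GFP strain; ratio of sample median GFP to plate DMSO average so 100% = DMSO; lower means less RPL19A-GFP as with rapamycin TOR inhibition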
LAP4 TOR yeast: modulators of LAP4-GFP expression in yeast, primary screen, S. cerevisiae, multiplex flow cytometry, MLPCN library | 3 h; median GFP as percent of DMSO wells | GFP response vs DMSO, % at 10 µM | hit rate 0.34% among 320,000 | AID 2023, 2009;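 active = GFP response vs DMSO above a set limit, about the screen mean plus 3 SD, cut at about 150% in these data; inconclusive = under 70 cell events counted for the yeast strain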
AGP1 TOR yeast: modulators of AGP1-GFP expression in yeast TOR pathway, primary screen, cell-based, multiplex flow cytometry, S. cerevisiae, MLPCN library. 3 h; GFP as percent of DMSO wells. GFP response vs DMSO, % at 10 µM. hit rate 0.02% among 320,000;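 active = GFP response relative to DMSO above a set limit, near screen average plus 3 SD, cut at about 150% in these data; inconclusive = fewer than 70 cells counted for the yeast strain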;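 note: median GFP channel fluorescence of the gated AGP1 strain per well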
CIT2 TOR yeast: modulators of CIT2-GFP expression in yeast, primary screen, S. cerevisiae, GFP fusion, multiplex flow cytometry, MLPCN library. S. cerevisiae CIT2-GFP strain, 3 h; 100 means same as DMSO wells. GFP response vs DMSO, % at 10 µM. hit rate 0.065% among 320,000;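 active = GFP response relative to DMSO above a set limit, near the screen mean plus 3 SD, cut at about 150% in these data; inconclusive = Fewer than 70 cells measured for a yeast strain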;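 note: ratio of well median GFP fluorescence to mean of DMSO wells on the plate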
MEP2 TOR yeast: modulators of MEP2-GFP levels in yeast, primary screen, S. cerevisiae, multiplex flow cytometry, MLPCN library | GFP response vs DMSO, % at 10 µM | S. cerevisiae MEP2-GFP strain, 3 h; 100% = DMSO control level | hit rate 0.51% among 330,000;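 active = GFP response versus DMSO above a set limit, roughly screen mean plus 3 SD, cut at about 180% in these data; inconclusive = fewer than 70 cells counted for a yeast strain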;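 note: median GFP fluorescence of the barcode-gated MEP2-GFP cells per well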
* = called active by the depositor; u = inconclusive; x = no result given; [ ] = another dose, or the depositor's remark. An unsorted share of the library, and some 1.7% of all compounds hit somewhere here.

SMILES | GRK2 inh | CR mimetic SO | VLA-4 inh | RPL19A-GFP yeast | LAP4 TOR yeast | AGP1 TOR yeast | CIT2 TOR yeast | MEP2 TOR yeast
Cc1ccc(-c2ccc3nnc(SCC(=O)NCC4CCCO4)n3n2)cc1 (stereo unspecified) | 0 | 106 | -6 | 102 | 98 | 105 | 100 | 102
CCN1CCN(S(=O)(=O)c2ccc(Cl)c(C(=O)NC3CC3)c2)CC1 | 0 | 108 | 3 | 96 | 102 | 98 | 95 | 100
CC(NC(=O)CSc1n[nH]c(=O)[nH]c1=O)C1CC2CCC1C2 (stereo unspecified) | 3 | 96 | -2 | 97 | 110 | 109 | 104 | 103
CCOC(=O)N1CCN(S(=O)(=O)c2ccc(OCC(=O)OC)cc2)CC1 | 1 | 95 | 1 | 104 | 104 | 110 | 105 | 103
C/C=C/Cn1c(Br)nc2c1c(=O)n(C)c(=O)n2C | 0 | 100 | 3 | 92 | 106 | 96 | 87 | 98
Cc1cnc(-c2nnc(N(C)C(=O)c3cccnc3)s2)cn1 | 0 | 103 | 0 | 92 | 81 | 90 | 87 | 85
C/C(=N\NC(=S)Nc1ccc(C(C)C)cc1)c1ccc2c(c1)OCO2 | 2 | 107 | 5 | 98 | 102 | 105 | 101 | 100
COc1cc(C)nc(N2CCCC(C(=O)Nc3cccc(Cl)c3Cl)C2)n1 (stereo unspecified) | 0 | 104 | -2 | 109 | 104 | 109 | 103 | 106
CCOC(=O)Nc1cccc(C(=O)O)c1 | 1 | 107 | -4 | 94 | 97 | 95 | 102 | 96
COc1ccccc1CNc1cncnc1 | 1 | 101 | -7 | 89 | 85 | 92 | 102 | 98
NC(=O)c1ccc(NC(=O)COC(=O)c2cc3ccccc3cc2O)cc1 | 0 | 112 | 9 | 99 | 92 | 97 | 105 | 103
CCOc1ccc2ccccc2c1CNCCc1ccc(S(N)(=O)=O)cc1 | 0 | 98 | 6 | 96 | 84 | 95 | 93 | 90
Clc1ccccc1C1=CC(c2ccco2)n2ncnc2N1 (stereo unspecified) | 0 | 79 | -8 | 93[may fluoresce violet] | 125[may fluoresce violet] | 22[may fluoresce violet] | u | 103[may fluoresce violet]
CN1CCN(C(=O)/C(=C\c2cccnc2)NC(=O)c2cccc(Br)c2)CC1 | 4 | 97 | -1 | 97 | 96 | 97 | 102 | 101
C#Cc1cccc(NC(=O)c2ccc(Cl)cc2Cl)c1 | 2 | 97 | 14 | 106 | 95 | 96 | 105 | 105
O=S(=O)(c1cccc(NC(=S)N2CCN(c3ccccc3)CC2)c1)C(F)F | 2 | 109 | -10 | 109 | 94 | 104 | 106 | 102
CC(C)Cc1ccc(CN2CCCC(NC(=O)CCCN3CCCC3=O)C2)cc1 (stereo unspecified) | 0 | 108 | 3 | 98 | 84 | 93 | 95 | 107
Cc1ccc(C)c(NC(=O)Cn2nnc(C(=O)Nc3c(C)cccc3C)c2N)c1 | 1 | 108 | 22 | 95 | 100 | 104 | 98 | 98
COc1cc(C(=O)NC2CC3CCCC(C2)N3CC(=O)Nc2ccccc2)cc(OC)c1OC (stereo unspecified) | 0 | 102 | 21 | 99 | 110 | 103 | 90 | 97
COc1ccc(NC(=O)n2ncc3cc(Cl)ccc32)cc1OC | 1 | 104 | 1 | 101 | 109 | 89 | 93 | 84

Pulled one by one from above (2):
SMILES | GRK2 inh | CR mimetic SO | VLA-4 inh | RPL19A-GFP yeast | LAP4 TOR yeast | AGP1 TOR yeast | CIT2 TOR yeast | MEP2 TOR yeast
Clc1ccccc1C1=CC(c2ccco2)n2ncnc2N1 (stereo unspecified) | 0 | 79 | -8 | 93[may fluoresce violet] | 125[may fluoresce violet] | 22[may fluoresce violet] | u | 103[may fluoresce violet]
Cc1ccc(C)c(NC(=O)Cn2nnc(C(=O)Nc3c(C)cccc3C)c2N)c1 | 1 | 108 | 22 | 95 | 100 | 104 | 98 | 98

Continued:
SMILES | GRK2 inh | CR mimetic SO | VLA-4 inh | RPL19A-GFP yeast | LAP4 TOR yeast | AGP1 TOR yeast | CIT2 TOR yeast | MEP2 TOR yeast
Cc1ccc(C(=O)N/C(=C\c2cccs2)C(=O)NCc2cccnc2)cc1 | 0 | 102 | 3 | 104 | 99 | 106 | 99 | 104
COc1ccc(-n2nc3c(c2NC(=O)C2CC(=O)N(c4ccccc4)C2)CS(=O)(=O)C3)cc1 (stereo unspecified) | 1 | 102 | -4 | 107 | 79 | 100 | 105 | 101
CCOc1ccccc1NC(=O)COC(=O)CN1C(=O)NC(C)(C)C1=O | 3 | 130 | 10 | 108 | 97 | 90 | 87 | 97
Brc1ccc2ncnc(NCc3ccccc3)c2c1 | 0 | 102 | 0 | 99 | 96 | 101 | 99 | 97
Cc1ccc(Cl)cc1-c1ccc(/C=N/n2cnnc2)o1 | 0 | 98 | 4 | 107 | 91 | 92 | 109 | 100
C/C(=N\NC(=S)NC1CCCCC1)c1ccccc1 | 2 | 94 | -3 | 100 | 103 | 96 | 97 | 98
O=C(NCCCCc1ccccc1)c1ccccc1Br | 1 | 99 | -3 | 93 | 128 | 107 | 89 | 95
NC(=O)C1(N2CCCCC2)CCN(C2CC(=O)N(Cc3ccc(N4CCCC4=O)cc3)C2=O)CC1 (stereo unspecified) | 4 | 99 | 3 | 101 | 94 | 108 | 106 | 112
N#Cc1nc(-c2cccs2)oc1NCc1ccc(Cl)cc1 | 2 | 118 | 12 | 95 | 102 | 95 | 90 | 93
CC1CCCCN1C(=O)CN(C)S(=O)(=O)c1cccc2nsnc12 (stereo unspecified) | 0 | 110 | 12 | 98 | 103 | 106 | 100 | 101
COc1ccc(CCNC(=O)C(=O)NCC2OCCN2S(=O)(=O)c2ccc(Cl)cc2)cc1OC (stereo unspecified) | 1 | 119 | 13 | 102 | 109 | 105 | 98 | 97
COCCn1c(SCC(=O)N2CC(=O)Nc3ccccc32)nc2ccccc2c1=O | 0 | 101 | 5 | 99 | 100 | 104 | 102 | 100
COc1ccc(CCNC(=O)Nc2cc(F)c(F)cc2Cl)cc1OC | 1 | 101 | 4 | 100 | 96 | 105 | 102 | 103
O=C(c1cc2nc(-c3ccco3)cc(C(F)(F)F)n2n1)N1CCN(c2ccc(F)cc2)CC1 | 1 | 106 | 1 | 111 | 117 | 99 | 103 | 105
O=C(O)c1nn(CC(=O)N2CCC(Cc3ccccc3)CC2)c(=O)c2ccccc12 | 0 | 113 | -9 | 104 | 91 | 97 | 94 | 101
Cc1ccc(NC(=O)/C(CN(C)C)=N\O)cc1 | 0 | 108 | -1 | 95 | 95 | 95 | 100 | 102
NC(=O)COc1ccc(/C=N\NC(=O)c2ccc(-c3ccccc3)cc2)cc1 | 0 | 97 | -43 | 100 | 111 | 101 | 94 | 103
CC(=O)c1cccc(NC(=O)c2ccc(C(=O)Nc3cccc(C(C)=O)c3)nc2)c1 | 1 | 104 | 3 | 104 | 106 | 104 | 106 | 107
CC(C)(C)NCC(O)COc1ccccc1C(C)(C)C (stereo unspecified) | 4 | 98 | 4 | 95 | 97 | 100 | 99 | 99
Cc1c(C(Nc2ccccn2)c2ccccc2)c(=O)n(-c2ccccc2)n1C (stereo unspecified) | 1 | 85 | -3 | 100 | 105 | 104 | 111 | 105
Cc1ccc(OCC(=O)OC(C)CN2CCCCC2)cc1 (stereo unspecified) | 0 | 92 | 11 | 105 | 100 | 102 | 107 | 112
Cc1n[nH]c(=O)c2c(NC(=O)CSc3nnc(-c4ccncc4)n3C)oc(C)c12 | 1 | 108 | 9 | 96 | 73 | 79 | 94 | 103
CCCCc1ccc(/C=C2/C(=O)ON=C2c2ccccc2)s1 | 3 | 99 | 7 | 100 | 104 | 99 | 97 | 108
CN(C)CCN(C)Cc1ccccc1Sc1cccc2ccccc12 | 0 | 106 | 1 | 100 | 91 | 98 | 93 | 96
CC(=O)c1ccc(Oc2cc(C)nc(NCc3ccccc3)n2)cc1 | 0 | 104 | 3 | 96 | 103 | 102 | 91 | 105
COc1ccc(CCNC(=O)CCCCCn2c(SCC(N)=O)nc3cc4c(cc3c2=O)OCO4)cc1OC | 0 | 89 | 7 | 94 | 101 | 103 | 95 | 95
O=C1CCCN1CCCNc1nc2c(S(=O)(=O)c3ccc(Br)cc3)nnn2c2ccccc12 | 0 | 95 | 8 | 95 | 91 | 95 | 96 | 103
CC(C)Cn1c(=O)oc2ccccc21 | 0 | 96 | -4 | 91 | 96 | x | 96 | 100
COc1ccc(N2C(=O)c3ccccc3NC2c2ccc(OC)c(Cn3cc([N+](=O)[O-])cn3)c2)cc1 (stereo unspecified) | 0 | 95 | -5 | 89 | 82 | 86 | 93 | 94
OC1(c2ccccn2)COc2ccccc2O1 (stereo unspecified) | 0 | 96 | 6 | 92 | 99 | 97 | 108 | 96
Nc1ccc2nc(-c3ccc(N)c(Cl)c3)[nH]c2c1 | 0 | 95 | 8 | 95 | 104 | 93 | 90 | 102
CNc1c(NS(=O)(=O)c2ccc(OC)c(Cl)c2)c(=O)oc2ccccc12 | 2 | 84 | 2 | 103 | 99 | 108 | 103 | 103
O=C(c1cc(F)c(F)c(F)c1F)N1CCN(C(=O)C2CCCO2)CC1 (stereo unspecified) | 2 | 109 | -15 | 95 | 96 | 96 | 97 | 96
O=C1N[C@@H](Cc2cn(S(=O)(=O)c3ccc(F)cc3)c3ccccc23)C(=O)N[C@H]1Cc1ccccc1 | 7 | 107 | -3 | 102 | 107 | 94 | 99 | 99

10 successive compounds already listed:
SMILES | GRK2 inh | CR mimetic SO | VLA-4 inh | RPL19A-GFP yeast | LAP4 TOR yeast | AGP1 TOR yeast | CIT2 TOR yeast | MEP2 TOR yeast
CC(=O)c1ccc(Oc2cc(C)nc(NCc3ccccc3)n2)cc1 | 0 | 104 | 3 | 96 | 103 | 102 | 91 | 105
COc1ccc(CCNC(=O)CCCCCn2c(SCC(N)=O)nc3cc4c(cc3c2=O)OCO4)cc1OC | 0 | 89 | 7 | 94 | 101 | 103 | 95 | 95
O=C1CCCN1CCCNc1nc2c(S(=O)(=O)c3ccc(Br)cc3)nnn2c2ccccc12 | 0 | 95 | 8 | 95 | 91 | 95 | 96 | 103
CC(C)Cn1c(=O)oc2ccccc21 | 0 | 96 | -4 | 91 | 96 | x | 96 | 100
COc1ccc(N2C(=O)c3ccccc3NC2c2ccc(OC)c(Cn3cc([N+](=O)[O-])cn3)c2)cc1 (stereo unspecified) | 0 | 95 | -5 | 89 | 82 | 86 | 93 | 94
OC1(c2ccccn2)COc2ccccc2O1 (stereo unspecified) | 0 | 96 | 6 | 92 | 99 | 97 | 108 | 96
Nc1ccc2nc(-c3ccc(N)c(Cl)c3)[nH]c2c1 | 0 | 95 | 8 | 95 | 104 | 93 | 90 | 102
CNc1c(NS(=O)(=O)c2ccc(OC)c(Cl)c2)c(=O)oc2ccccc12 | 2 | 84 | 2 | 103 | 99 | 108 | 103 | 103
O=C(c1cc(F)c(F)c(F)c1F)N1CCN(C(=O)C2CCCO2)CC1 (stereo unspecified) | 2 | 109 | -15 | 95 | 96 | 96 | 97 | 96
O=C1N[C@@H](Cc2cn(S(=O)(=O)c3ccc(F)cc3)c3ccccc23)C(=O)N[C@H]1Cc1ccccc1 | 7 | 107 | -3 | 102 | 107 | 94 | 99 | 99
